Compound activity (PubChem BioAssay)
KOR beta-arrestin-1: KOR antagonists, beta-arrestin recruitment, cell-based, luminescence, uHTS (AID 1778); KOR beta-arrestin recruitment, luminescence, antagonist mode; higher % means a stronger effect; inhibition, % at 10 µM, or IC50 in µM where a hit was titrated; 290,000 compounds, 0.091% hits; Kappa-type opioid receptor (Homo sapiens); further: strong numbers were not always called active
HIV fusion peptide: inhibitors of HIV fusion peptide binding, primary screen, biochemical, uHTS, fluorescence dequenching (AID 1986); cell-free peptide binding, fluorescence dequenching, 30 min; higher % means a stronger effect; one-dose inhibition, % at 20 µM; IC50 in µM for titrated hits; 290,000 compounds, 0.3% hits; in the data active means inhibition mostly above about 52%, no sharp cut-off; inactive means mostly below about 76%; further: some results filed as inactive read as strong as hits
Siah-1 displacement: Siah-1 peptide-binding antagonists, primary screen, biochemical, fluorescence polarization, rhodamine-plectin, uHTS (AID 1817). E3 ubiquitin-protein ligase SIAH1 (Homo sapiens). Siah-1 / rhodamine-plectin peptide fluorescence polarization; higher % means a stronger effect. displacement, % at 20 µM, or IC50 in µM where a hit was titrated. 290,000 compounds, 0.02% hits;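 active means displacement of at least 50% at 20 µM, with a fluorescence ratio check between 0.3 and a set limit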;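 further: plate controls were Siah plus tracer with DMSO for no effect and tracer alone without Siah for full effect; strong numbers were not always called active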
Myeloid diff MLP: induction of myeloid progenitor differentiation, primary screen, cell-based, flow cytometry, MLPCN library | ER-HoxA9 myeloid progenitors, lysozyme-GFP differentiation | 360,000 compounds, 1% hits | AID 624256, 2012 | calls only at 10 µM;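 active means normalized GFP-positive differentiation at or above the plate's own cutoff, the solvent-only control mean plus 3 SD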;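 further: cells exposed to compound for four days before flow analysis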
NOD1 inhibition: NOD1 signaling inhibitors, primary screen, cell-based, luminescence, uHTS (AID 1578). inhibition, % at 4 µM; hits with a dose series show EC50 in µM. NOD1-driven NF-kB luciferase reporter cells, luminescence; higher % means a stronger effect. 290,000 compounds, 1% hits; in the data active means inhibition mostly above about 36%, no sharp cut-off; inactive means mostly below about 34%;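 further: HEK-293T reporter cells stimulated with the NOD1 agonist gamma-tri-DAP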
NOD2 inhibition: NOD2 signaling inhibitors, cell-based, luminescence, uHTS, HEK293 (AID 1566); HEK293 NOD2/NF-kB luciferase reporter, luminescence; higher % means a stronger effect; inhibition, % at 4 µM, or EC50 in µM where a hit was titrated; 290,000 compounds, 0.63% hits; further: many of its hits are not listed in these tables
LYP phosphatase: inhibitors of LYP phosphatase, biochemical, fluorescence intensity, uHTS (AID 1779) | Tyrosine-protein phosphatase non-receptor type 22 (Homo sapiens) | recombinant LYP phosphatase, fluorescence intensity; higher % means a stronger effect | inhibition, % at 11.5 µM; hits with a dose series show IC50 in µM | 290,000 compounds, 0.054% hits;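 further: plate controls were vehicle with enzyme for no effect and no enzyme for full effect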
Salmonella PhoP GFP: inhibitors of PhoP regulon expression, primary screen, Salmonella Typhimurium, GFP reporter (AID 1863); S. Typhimurium PhoP-regulated promoter GFP reporter, 4 h; higher % means a stronger effect; inhibition, % at 50 µM; hits with a dose series show IC50 in µM; 300,000 compounds, 0.16% hits;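 active means inhibition over 29.93%, a cutoff 3 SD above the screen mean, later confirmed by dose response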;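 further: 0% = low Mg2+ inducing control and 100% = high Mg2+ repressing control; strong numbers were not always called active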
KOR beta-arrestin-2: KOR agonists, beta-arrestin recruitment, primary screen, cell-based, luminescence, uHTS (AID 1777) | Kappa-type opioid receptor (Homo sapiens) | KOR beta-arrestin recruitment, luminescence; higher % means a stronger effect | one-dose activation, % at 10 µM; EC50 in µM for titrated hits | 280,000 compounds, 0.02% hits; in the data active means activation above about 50%, passing the limit was not always enough; further: a part of the inactive calls stands beside numbers as strong as those of hits
Myeloid diff MLP GFP+ MAC1+ %: second read-out of Myeloid diff MLP, no call of its own (marks repeat the call); GFP+ MAC1+ double positive, %; measured here: differentiation confirmed by MAC1 staining
Starred values were filed as active, the others as inactive; i = inactive; . = no result given; [ ] = another dose, or the depositor's remark. Unless noted, no stated cut-off is given here; in the data, active means inhibition above about 50%; inactive means the rest. These rows are one share of the data. The share of hits here may be higher or lower than overall.

nr	Molecule	KOR beta-arrestin-1	HIV fusion peptide	Siah-1 displacement	Myeloid diff MLP	Myeloid diff MLP GFP+ MAC1+ %	NOD1 inhibition	NOD2 inhibition	LYP phosphatase	Salmonella PhoP GFP	KOR beta-arrestin-2
1	Cc1c(C(=O)C(=O)NCCC2=CCCCC2)c2ccccc2n1C	-62%	-0.8%	-4%	i	0.5	22%	3%	-4%	2%	-0.3%
2	Cc1ccccc1-n1c(-c2ccc(Cl)cc2)cnc1SCC(=O)NC1CCS(=O)(=O)C1 (stereo not given)	.	-1.8%	2%	i	0.6	14%	17%	-3%	-6%	-1.6%
3	c1ccc2c(c1)CC(N1CCCCC1)c1ccccc1N2 (stereo not given)	4%	1.2%	-6%	i	1.0	11%	4%	-16%	15%	0.1%
4	O=C(OCC(=O)c1cccs1)c1ccc([N+](=O)[O-])o1	-10%[20 µM]	0.2%	0%	i	0.7	-20%	8%	-3%	3%	1.8%
5	CCCC(=O)Oc1ccc(N(C(=O)CCC)S(=O)(=O)c2cccs2)cc1	1%	-0.2%	-3%	i	0.5	-6%	10%	-4%	-12%	0.9%
6	Cc1ccc(NC(=O)CC2S/C(=N/N=C3\CCCc4ccccc43)NC2=O)cc1 (stereo not given)	3%	4.6%	1%	i	0.3	11%	15%	0%	-7%	2.3%
7	COC(=O)CNC(=O)c1ccccc1C	43%	1.4%	3%	i	0.7	16%	7%	-4%	-14%	-4.9%
8	COC(=O)CN(C)C(=O)c1ccc(OC2CCN(S(=O)(=O)N(C)C)CC2)cc1	-32%[20 µM]	-0.8%	6%	i	0.6	-42%	-2%	-2%	7%	0.4%
9	Cc1ccc(-c2nc3ccccc3o2)cc1NC(=O)c1ccc2c(c1)OCO2	11%	0.1%	0%	i	0.3	-16%	-52%	-9%	-2%	-0.4%
10	CCC(=O)Nc1cc(NC(=O)CSc2nnc(C(C)C)n2CC)ccc1C	-29%	0.0%	-3%	i	0.6	15%	1%	-4%	-3%	4.2%
11	CCOc1c(OC)cc(C2C(C#N)=C(N)Oc3n[nH]c(-c4ccncc4)c32)cc1OC (stereo not given)	-3%	-1.0%	1%	i	0.8	-10%	2%	-2%	-2%	1.0%
12	CC(C)(C)n1nc2c(c1NC(=O)c1ccccc1S(=O)(=O)C(F)F)CS(=O)(=O)C2	-3%	2.5%	-2%	i	0.6	-15%	-4%	-2%	0%	-0.3%
13	Cc1ccc(CNC(=O)C2CCC(=O)N(C3CCCC3)C2)c(F)c1F (stereo not given)	5%	0.2%	3%	i	2.2	-18%	5%	-2%	-10%	-6.8%
14	COc1ccc(C(=O)NCCn2cc(SCC(=O)Nc3cc(C)on3)c3ccccc32)cc1OC	-37%	1.4%	1%	i	1.1	36%	-5%	4%	-10%	2.9%
15	COc1ccc(/C=N/NC(=O)c2cccnc2)cc1CN1CCCc2ccccc21	-57%	-4.5%	-5%	i	0.5	1%	-7%	8%	8%	6.8%

The last 4 entries of the part before are carried over, then new ones follow:
nr	Molecule	KOR beta-arrestin-1	HIV fusion peptide	Siah-1 displacement	Myeloid diff MLP	Myeloid diff MLP GFP+ MAC1+ %	NOD1 inhibition	NOD2 inhibition	LYP phosphatase	Salmonella PhoP GFP	KOR beta-arrestin-2
12	CC(C)(C)n1nc2c(c1NC(=O)c1ccccc1S(=O)(=O)C(F)F)CS(=O)(=O)C2	-3%	2.5%	-2%	i	0.6	-15%	-4%	-2%	0%	-0.3%
13	Cc1ccc(CNC(=O)C2CCC(=O)N(C3CCCC3)C2)c(F)c1F (stereo not given)	5%	0.2%	3%	i	2.2	-18%	5%	-2%	-10%	-6.8%
14	COc1ccc(C(=O)NCCn2cc(SCC(=O)Nc3cc(C)on3)c3ccccc32)cc1OC	-37%	1.4%	1%	i	1.1	36%	-5%	4%	-10%	2.9%
15	COc1ccc(/C=N/NC(=O)c2cccnc2)cc1CN1CCCc2ccccc21	-57%	-4.5%	-5%	i	0.5	1%	-7%	8%	8%	6.8%
16	C/C(=N\NC(=O)c1cccc(N/N=C(\C)c2ccncc2)c1)c1ccncc1	-18%	5.7%	-6%	i	0.3	-28%	-1%	1%	5%	5.7%
17	CN(Cc1c(C(=O)N/N=C/c2ccc(O)cc2)nnn1-c1nonc1N)C1CCCCC1	-10%	-0.2%	6%	i	3.1	-27%	5%	-3%	5%	9.7%
18	Cc1nc2ccc(-c3ccccc3)cc2o1	-32%	-2.2%	-1%	i	0.7	-29%	8%	-8%	-4%	3.3%
19	CN(C)/C(=N\S(=O)(=O)c1ccc(Br)cc1)c1ccccc1	24%	-1.2%	2%	i	1.2	-8%	17%	-10%	-4%	-2.6%
20	Cc1cccc(-c2ncc(CN3CCCC(CO)(Cc4ccccc4C)C3)cn2)c1 (stereo not given)	-13%	0.9%	-3%	i	0.3	-18%	-26%	3%	-6%	.
21	COCCCN1C(=O)c2ccc(C(=O)OCC(=O)N(C)c3ccccc3)cc2C1=O	-7%	-0.6%	2%	i	0.1	-25%	18%	-4%	3%	-1.4%
22	COc1ccc(CNC(=O)c2sc3nc4c(c(C(F)(F)F)c3c2N)CCC4)cc1OC	21%	-1.1%	-4%	i	0.3	44%	39%	-8%	-13%	-4.0%
23	Cc1cc(C(=O)NC2CCN(Cc3ccccc3)CC2)n[nH]1	-11%	-1.4%	4%	i	2.7	-20%	9%	-11%	-3%	-6.1%
24	COc1cccc(/C=N/NC(=O)c2oc3nc(-c4ccccc4)cc(-c4ccco4)c3c2N)c1	12%	54%*	20%	i	0.8	-6%	-4%	1%	.	3.1%
25	CCCOC(=O)c1c(NC(=O)CCCn2nc([N+](=O)[O-])cc2C)sc(C(=O)OC)c1C	12%	1.7%	6%	i	0.7	-20%	17%	-6%	-3%	-5.1%
26	COC(=O)c1ccccc1NS(=O)(=O)c1ccc2c(c1)oc(=O)n2C	-18%[20 µM]	-0.7%	-4%	i	0.9	-13%	8%	-13%	9%	-5.9%
27	O=C1CNC(=O)/C(=C/c2cccs2)N1	-16%	-2.1%	-4%	i	0.1	-1%	-4%	0%	0%	3.3%
28	CC(=NCCCn1ccnc1)c1c(O)n(Cc2ccccc2)c(=O)[nH]c1=O	-10%	0.5%	-2%	i	0.7	-7%	-6%	-10%	6%	0.8%
29	Cc1cccc(CCN(C(=O)c2csnn2)C(C(=O)NC2CCCC2)c2ccco2)c1 (stereo not given)	-16%	0.7%	0%	i	0.4	-19%	-12%	-2%	-4%	-0.4%
30	Cc1occc1-c1nnc(SCC(=O)Nc2ccc(F)cc2)n1Cc1ccccc1	33%	-0.8%	4%	i	0.5	-4%	-1%	7%	0%	-2.9%

The listing continues.
Field names: A = KOR beta-arrestin-1; B = HIV fusion peptide; C = Siah-1 displacement; D = Myeloid diff MLP; E = Myeloid diff MLP GFP+ MAC1+ %; F = NOD1 inhibition; G = NOD2 inhibition; H = LYP phosphatase; I = Salmonella PhoP GFP; J = KOR beta-arrestin-2
(31) CCN(CC)S(=O)(=O)c1cccc(-c2nnc(SC(C)C#N)n2Cc2ccccc2)c1 (stereo not given)
  A = -19%; B = -1.0%; C = -1%; D = i; E = 1.5; F = 25%; G = 16%; H = -7%; I = -5%; J = -6.1%

(32) COc1cccc(CNC(=O)CCC2CCCN(Cc3ccc4c(c3)CCO4)C2)c1 (stereo not given)
  A = 8%; B = -0.9%; C = 12%; D = i; E = 0.3; F = -4%; G = 8%; H = -3%; I = 0%; J = 2.6%

(33) COc1ccc(C(CC(=O)N2CCCC(C)C2)c2c(OC)cc(OC)c3c(-c4ccccc4)cc(=O)oc23)cc1 (stereo not given)
  A = 15%; B = 3.9%; C = 19%; D = i; E = 1.1; F = -5%; G = 11%; H = 11%; I = -4%; J = 4.2%

(34) Cc1cccc(N2CC(C(=O)OCC(=O)c3ccc(OC(=O)c4cccs4)cc3)CC2=O)c1C (stereo not given)
  A = 12%; B = -2.1%; C = -1%; D = i; E = 1.8; F = -12%; G = 0%; H = 10%; I = 7%; J = -4.2%

(35) O=C(O)c1ccccc1N=Cc1c(O)n(-c2nccs2)c(=O)c2ccccc12
  A = -12%; B = 2.1%; C = -4%; D = i; E = 0.1; F = 21%; G = 42%; H = -6%; I = -5%; J = 0.9%

(36) COc1ccc(NC(=O)CSc2nnc(-c3ccoc3C)n2CC2CCCO2)cc1 (stereo not given)
  A = 2%; B = 1.1%; C = 0%; D = i; E = 0.6; F = -2%; G = 8%; H = -6%; I = 1%; J = -6.1%

(37) COc1ccc(-c2nnc(SCC(=O)NCc3ccco3)o2)cc1
  A = -24%; B = 2.9%; C = -3%; D = i; E = 8.4; F = -23%; G = -6%; H = -14%; I = 37%; J = -3.1%

(38) Cc1ccc(-c2[nH]c3ccccc3c2SCCN)cc1
  A = 3%; B = -3.5%; C = -2%; D = i; E = 0.6; F = 4%; G = 0%; H = -7%; I = -7%; J = 6.9%

(39) CC(C)n1nnnc1C(c1ccc(F)cc1)N1CCN(C2CCCC2)CC1 (stereo not given)
  A = -18%; B = -1.3%; C = 0%; D = i; E = 0.7; F = -21%; G = -18%; H = -8%; I = 12%; J = -0.8%

(40) Cc1ccc(S(=O)(=O)c2nc(NC3CCS(=O)(=O)C3)sc2Cl)cc1 (stereo not given)
  A = -8%; B = -1.1%; C = -1%; D = i; E = 1.1; F = 0%; G = 8%; H = -5%; I = 12%; J = 0.1%

(41) CN1CCC(N(C)C(=O)Cc2ccccc2[N+](=O)[O-])CC1
  A = -3%; B = -0.2%; C = 4%; D = i; E = 0.1; F = -32%; G = 11%; H = -1%; I = -6%; J = -1.5%

(42) COc1ccc(-c2nc(SCC(=O)NC3CCCCC3)n[nH]2)cc1
  A = -10%; B = 0.1%; C = 0%; D = i; E = 0.3; F = 0%; G = 13%; H = -5%; I = 6%; J = 6.1%

(43) COc1ccc(C(=O)NCc2ccc(-n3cccc3)cc2)cc1OC
  A = -30%[20 µM]; B = -2.2%; C = -5%; D = i; E = 0.1; F = 22%; G = 2%; H = -4%; I = -1%; J = -1.3%
